UHRF1 binding = human UHRF1 methylated DNA binding inhibitors; AID 687016; Q96T88; 370,000 compounds, 0.75% hits; UHRF1 binding to methylated oligo, TR-FRET; inhibition, % at 4.4 µM; in the data active = inhibition above about 21%;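 note: UHRF1 SRA domain binding a hemimethylated CpG hairpin DNA probe; 0% = median of test compound wells and 100% = reference inhibitor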
MBD2 DNA inh = MBD2-methylated oligo binding inhibition | Q9UBB5 | TR-FRET, MBD2 binding to methylated oligonucleotide | inhibition, % at 4.4 µM | 370,000 compounds, 0.31% hits | AID 686964; in the data active = inhibition above about 13%
Target sequence (Q9UBB5 whole entry, looked up): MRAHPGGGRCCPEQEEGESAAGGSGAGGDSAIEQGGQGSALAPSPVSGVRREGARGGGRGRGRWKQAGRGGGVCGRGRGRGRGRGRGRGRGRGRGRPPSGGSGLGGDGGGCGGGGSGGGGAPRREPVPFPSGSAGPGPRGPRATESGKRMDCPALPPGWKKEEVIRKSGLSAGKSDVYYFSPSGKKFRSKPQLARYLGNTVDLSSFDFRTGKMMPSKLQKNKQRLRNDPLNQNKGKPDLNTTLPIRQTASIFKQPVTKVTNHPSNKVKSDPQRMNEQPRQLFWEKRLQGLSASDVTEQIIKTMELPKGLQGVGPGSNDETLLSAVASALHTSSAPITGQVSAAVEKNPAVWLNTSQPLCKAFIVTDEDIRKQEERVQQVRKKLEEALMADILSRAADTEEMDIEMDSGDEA
rCAG binder = binds r(CAG) RNA repeats; r(CAG) RNA repeat, TO-PRO-1 dye displacement fluorescence; inhibition, % at 3 µM; 370,000 compounds, 1.3% hits;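 active = inhibition above the plate cutoff, the mean of all test compounds on that plate plus 3 SD, cut at about 35% in these data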;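 note: 0% = DMSO alone and 100% = 100 µM mitoxantrone as full dye displacement; higher means more dye released from RNA so lower well fluorescence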
NPR1 activator = GC-A (human) enzyme activation; P16066; HEK293 GC-A cells, cGMP TR-FRET, EC30 ANP; 0% at EC30 ANP, 100% saturating ANP; activation, % at 10 µM; 370,000 compounds, 0.14% hits; AID 1671463; in the data active = activation above about 40%
PRMT1 FP inh = blocks human protein arginine methyltransferase 1; inhibition, % at 2.79 µM; Q99873; AID 652257; recombinant PRMT1, activity-based probe fluorescence polarization; 370,000 compounds, 1.3% hits;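 active = inhibition above about 21% made by adding two undisclosed values, limit read from the data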
Target sequence (Q99873 whole entry, looked up): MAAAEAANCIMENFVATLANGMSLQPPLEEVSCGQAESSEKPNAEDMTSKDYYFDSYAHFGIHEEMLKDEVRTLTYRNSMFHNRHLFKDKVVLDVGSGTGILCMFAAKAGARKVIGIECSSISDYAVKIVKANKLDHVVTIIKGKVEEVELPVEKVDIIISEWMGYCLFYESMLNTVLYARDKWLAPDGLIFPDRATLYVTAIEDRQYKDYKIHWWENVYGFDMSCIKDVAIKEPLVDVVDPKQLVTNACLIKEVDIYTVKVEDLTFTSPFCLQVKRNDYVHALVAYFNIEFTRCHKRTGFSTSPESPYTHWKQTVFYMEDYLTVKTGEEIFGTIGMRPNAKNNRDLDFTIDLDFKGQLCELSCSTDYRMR
ABHD4 inh = inhibits mouse alpha/beta hydrolase domain 4; Q8VD66; purified mABHD4, FP-Rh probe fluorescence polarization; inhibition, % at 8.92 µM; 370,000 compounds, 0.54% hits; AID 720543;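 active = inhibition exceeding the mean over every tested compound plus 3 SD, cut at about 30% in these data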;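 note: 0% = plate median of compound wells and 100% = S159A mutant with DMSO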
Target sequence (Q8VD66 whole entry, looked up, the tested form may be a part): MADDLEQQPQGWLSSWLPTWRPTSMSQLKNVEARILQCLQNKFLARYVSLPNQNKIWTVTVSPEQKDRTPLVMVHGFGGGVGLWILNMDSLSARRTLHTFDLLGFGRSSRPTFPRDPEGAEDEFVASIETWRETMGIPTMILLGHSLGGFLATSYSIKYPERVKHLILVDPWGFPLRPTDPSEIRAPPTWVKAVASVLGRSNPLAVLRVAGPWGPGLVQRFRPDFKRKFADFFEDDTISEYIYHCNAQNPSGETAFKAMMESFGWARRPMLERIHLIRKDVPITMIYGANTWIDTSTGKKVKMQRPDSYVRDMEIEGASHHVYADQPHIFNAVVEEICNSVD
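Test system: mouse ABHD4 enzyme, wild type. Reagent: FP-Rh fluorescent activity-based probe, added after compound pre-incubation. Timing: pre-incubation 45 min, probe exposure 60 min, at 25 °C. Technique: FP readout, ex 525 nm / em 598 nm. Benchmarks: high control S159A mutant with DMSO, low control median of compound wells.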
HTRA1 inh = HTRA1 (human) protease inhibition | inhibition, % at 5.96 µM | recombinant HTRA1, FP-rhodamine activity-based probe, fluorescence polarization | Q92743 | 340,000 compounds, 0.5% hits; in the data active = inhibition above about 36%;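 note: 0% = enzyme with DMSO and 100% = wells lacking enzyme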
SIAE primary = inhibitors of human sialic acid acetylesterase SIAE. SIAE FP-Rh probe binding, fluorescence polarization. inhibition, % at 9.66 µM. AID 1053197. 370,000 compounds, 0.69% hits. Q9HAT2;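 active = inhibition above a cutoff: mean of compounds within the control limits plus 3 SD of those, cut at about 17% in these data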;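 note: 0% = plate median of compound wells and 100% = probe without SIAE protein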
NPR2 activator = GC-B (human) receptor activation; AID 1920062; 370,000 compounds, 0.11% hits; HEK293-GC-B cells, CNP EC30, cGMP TR-FRET; 0% at EC30 CNP, 100% saturating CNP; activation, % at 10 µM; P20594;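 active = activation at 10 µM reaching about 35% in either raw or pattern-adjusted values, limit read from the data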
TCR CD3 inh = inhibitors of human TCR-CD3 interaction | TAMRA-labeled TCR probe fluorescence, biochemical | inhibition, % at 9.4 µM | 360,000 compounds, 0.37% hits | AID 651800; in the data active = inhibition above about 19%;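 note: recombinant mutant TCR 2C K166C tagged with TAMRA read by polarization; 0% = receptor in buffer alone and 100% = receptor with positive control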
An asterisk follows results filed as active.

Screening O=C(NC1CCN(Cc2ccccc2)CC1)C1CCN(S(=O)(=O)c2ccccc2)CC1 returned UHRF1 binding 0, MBD2 DNA inh 2, rCAG binder -2, NPR1 activator -2, PRMT1 FP inh 3, ABHD4 inh 3, HTRA1 inh 5, SIAE primary -3, NPR2 activator 0 and TCR CD3 inh 4.
`O=C(CN1C(=O)NC2(CCCCC2)C1=O)N(Cc1ccco1)Cc1cccs1` gave UHRF1 binding 1, MBD2 DNA inh 2, rCAG binder 2, NPR1 activator 1, PRMT1 FP inh 3, ABHD4 inh 2, HTRA1 inh -2, SIAE primary -3, NPR2 activator 3 and TCR CD3 inh -4.
Cc1ccc(C)c(S(=O)(=O)N2CCCOC2CNC(=O)C(=O)NC2CCCCC2)c1 (stereo not given) was read as UHRF1 binding 0, MBD2 DNA inh 2, rCAG binder -8, NPR1 activator 1, PRMT1 FP inh 4, ABHD4 inh 6, HTRA1 inh -2, SIAE primary -1, NPR2 activator 5 and TCR CD3 inh -8.
O=C(CCc1ccccc1Cl)NC1CCCN(c2ccc(C(F)(F)F)cn2)C1 (stereo not given) was read as UHRF1 binding 0, MBD2 DNA inh 3, rCAG binder -3, NPR1 activator 0, PRMT1 FP inh -2, ABHD4 inh -3, HTRA1 inh -5, SIAE primary -1, NPR2 activator -5 and TCR CD3 inh 0.
Screening CCCNC(=O)C1(C)CCN(Cc2ccc(-c3ccccn3)cc2)C1 (stereo not given) returned UHRF1 binding 3, MBD2 DNA inh -4, rCAG binder 2, NPR1 activator -3, PRMT1 FP inh 3, ABHD4 inh 7, SIAE primary 3, NPR2 activator 0 and TCR CD3 inh 3.
`Cc1ccc(C)c(NC(=O)CSc2nc3c(oc4ccccc43)c(=O)n2-c2ccccc2)c1` gave UHRF1 binding 1, MBD2 DNA inh 0, rCAG binder 8, NPR1 activator -3, PRMT1 FP inh 1, ABHD4 inh 0, HTRA1 inh -10, SIAE primary -14, NPR2 activator -1 and TCR CD3 inh -1.
For O=C1NC(NS(=O)(=O)c2ccccc2)(C(F)(F)F)C(=O)N1Cc1ccccc1 (stereo not given) the results were UHRF1 binding 5, MBD2 DNA inh 5, rCAG binder 0, NPR1 activator 7, PRMT1 FP inh 3, ABHD4 inh 4, HTRA1 inh -1, SIAE primary 2, NPR2 activator 2 and TCR CD3 inh 6.
COc1ccccc1CN(C)CC(=O)Nc1cccc(S(=O)(=O)N2CCCCC2)c1 was read as UHRF1 binding 0, MBD2 DNA inh -5, rCAG binder -5, NPR1 activator -1, PRMT1 FP inh -2, ABHD4 inh 0, HTRA1 inh -9, SIAE primary 2, NPR2 activator 4 and TCR CD3 inh -7.
N#CC1=C2SC=C(c3ccc(Br)cc3)N2CCCC1=O was read as UHRF1 binding -2, MBD2 DNA inh -3, rCAG binder 8, NPR1 activator 4, PRMT1 FP inh 1, ABHD4 inh -4, HTRA1 inh -39, SIAE primary -20, NPR2 activator -7 and TCR CD3 inh 1.
`Cc1csc(=O)n1CCC(=O)OCC(=O)Nc1cc(Cl)ccc1[N+](=O)[O-]` gave UHRF1 binding 2, MBD2 DNA inh 2, rCAG binder -7, NPR1 activator -3, PRMT1 FP inh 0, ABHD4 inh -1, HTRA1 inh 4, SIAE primary -2, NPR2 activator -5 and TCR CD3 inh -5.

Compounds from the list above that contain fluorine, in the order listed:
O=C(CCc1ccccc1Cl)NC1CCCN(c2ccc(C(F)(F)F)cn2)C1 (stereo not given) was read as UHRF1 binding 0, MBD2 DNA inh 3, rCAG binder -3, NPR1 activator 0, PRMT1 FP inh -2, ABHD4 inh -3, HTRA1 inh -5, SIAE primary -1, NPR2 activator -5 and TCR CD3 inh 0.
For O=C1NC(NS(=O)(=O)c2ccccc2)(C(F)(F)F)C(=O)N1Cc1ccccc1 (stereo not given) the results were UHRF1 binding 5, MBD2 DNA inh 5, rCAG binder 0, NPR1 activator 7, PRMT1 FP inh 3, ABHD4 inh 4, HTRA1 inh -1, SIAE primary 2, NPR2 activator 2 and TCR CD3 inh 6.

3 compounds already listed, ordered by count of non-hydrogen atoms, high to low:
O=C(CCc1ccccc1Cl)NC1CCCN(c2ccc(C(F)(F)F)cn2)C1 (stereo not given) was read as UHRF1 binding 0, MBD2 DNA inh 3, rCAG binder -3, NPR1 activator 0, PRMT1 FP inh -2, ABHD4 inh -3, HTRA1 inh -5, SIAE primary -1, NPR2 activator -5 and TCR CD3 inh 0.
`Cc1csc(=O)n1CCC(=O)OCC(=O)Nc1cc(Cl)ccc1[N+](=O)[O-]` gave UHRF1 binding 2, MBD2 DNA inh 2, rCAG binder -7, NPR1 activator -3, PRMT1 FP inh 0, ABHD4 inh -1, HTRA1 inh 4, SIAE primary -2, NPR2 activator -5 and TCR CD3 inh -5.
N#CC1=C2SC=C(c3ccc(Br)cc3)N2CCCC1=O was read as UHRF1 binding -2, MBD2 DNA inh -3, rCAG binder 8, NPR1 activator 4, PRMT1 FP inh 1, ABHD4 inh -4, HTRA1 inh -39, SIAE primary -20, NPR2 activator -7 and TCR CD3 inh 1.

The list goes on:
For CCOCCCNC(=S)Nc1ccc2nc3n(c(=O)c2c1)CCCCC3 the results were UHRF1 binding -3, MBD2 DNA inh 4, rCAG binder -5, NPR1 activator 1, PRMT1 FP inh -3, ABHD4 inh 0, HTRA1 inh 2, SIAE primary 8, NPR2 activator -1 and TCR CD3 inh 1.
Screening NNC(=O)COc1cccc2cccnc12 returned UHRF1 binding -5, MBD2 DNA inh -10, rCAG binder 3, NPR1 activator 4, PRMT1 FP inh -1, ABHD4 inh -8, HTRA1 inh -8, SIAE primary 1, NPR2 activator 1 and TCR CD3 inh 2.
Cc1ccc(C(=O)N2CCN(c3ccccn3)CC2)cc1[N+](=O)[O-] was read as UHRF1 binding -3, MBD2 DNA inh -6, rCAG binder -2, NPR1 activator 3, PRMT1 FP inh 1, ABHD4 inh 4, HTRA1 inh 3, SIAE primary 2, NPR2 activator 3 and TCR CD3 inh 5.
Screening Cn1c(Sc2ccc(C(=O)O)cc2[N+](=O)[O-])nnc1-c1ccccc1 returned UHRF1 binding -2, MBD2 DNA inh 3, rCAG binder 2, NPR1 activator 1, PRMT1 FP inh 0, ABHD4 inh 2, HTRA1 inh 7, SIAE primary -2, NPR2 activator 0 and TCR CD3 inh -7.
`CCOc1ccc(CN(C)C(=O)c2ccc(=O)[nH]c2)cc1` gave UHRF1 binding 1, MBD2 DNA inh 1, rCAG binder 2, NPR1 activator 4, PRMT1 FP inh 0, ABHD4 inh 9, HTRA1 inh 6, SIAE primary -3, NPR2 activator 0 and TCR CD3 inh -5.
`CCCCC(=O)Nc1ccc(Br)cc1C(=O)O` gave UHRF1 binding -1, MBD2 DNA inh -2, rCAG binder 0, NPR1 activator 1, PRMT1 FP inh -4, ABHD4 inh 1, HTRA1 inh 7, SIAE primary 0, NPR2 activator -2 and TCR CD3 inh -2.
Screening Cn1c(=O)n(Cc2ccccc2)c(=O)c2c1nc1n2CCS1 returned UHRF1 binding 2, MBD2 DNA inh 0, rCAG binder 6, NPR1 activator 3, PRMT1 FP inh -3, ABHD4 inh -4, HTRA1 inh -8, SIAE primary 1, NPR2 activator 6 and TCR CD3 inh 10.
For CCCCC(CCC(=O)Nc1ccc(C(=O)OCC)cc1)C(=O)O (stereo not given) the results were UHRF1 binding 2, MBD2 DNA inh 4, rCAG binder 8, NPR1 activator 1, PRMT1 FP inh 0, ABHD4 inh 6, HTRA1 inh -1, SIAE primary 3, NPR2 activator 0 and TCR CD3 inh -3.
Screening CCN(CC)c1ccc(NC(=O)c2cnc3ccccn3c2=O)c(C)c1 returned UHRF1 binding -2, MBD2 DNA inh -2, rCAG binder -3, NPR1 activator 1, PRMT1 FP inh 2, ABHD4 inh 4, HTRA1 inh 10, SIAE primary 0, NPR2 activator 4 and TCR CD3 inh 4.
`CC1CCC2C(=O)N(c3ccccc3OC(=O)c3ccccc3)C(=O)C2C1` (stereo not given) gave UHRF1 binding 0, MBD2 DNA inh 1, rCAG binder -3, NPR1 activator -4, PRMT1 FP inh 0, ABHD4 inh 0, HTRA1 inh 3, SIAE primary 9, NPR2 activator 1 and TCR CD3 inh 3.
Cc1cc(NC(=O)C2CCCN2C(=O)Nc2c(C)cccc2C)ccc1-n1cnnn1 (stereo not given) was read as UHRF1 binding -2, MBD2 DNA inh -1, rCAG binder -1, NPR1 activator -10, PRMT1 FP inh -3, ABHD4 inh 2, HTRA1 inh 5, SIAE primary -2, NPR2 activator -8 and TCR CD3 inh 10.
CCOC(=O)CSc1nnc(-c2cccs2)n1-c1ccccc1 was read as UHRF1 binding 1, MBD2 DNA inh 0, rCAG binder -2, NPR1 activator -6, PRMT1 FP inh -1, ABHD4 inh -10, HTRA1 inh -9, SIAE primary 0, NPR2 activator 1 and TCR CD3 inh -1.
`C[C@@H]1CN([C@H](C)CO)C(=O)CCCn2nncc2CO[C@H]1CN(C)S(=O)(=O)c1ccc(Oc2ccccc2)cc1` gave UHRF1 binding 1, MBD2 DNA inh 1, rCAG binder 3, NPR1 activator 1, PRMT1 FP inh -1, ABHD4 inh -3, HTRA1 inh 0, SIAE primary 8, NPR2 activator 1 and TCR CD3 inh -1.
Screening COc1ccc(NC(=O)c2ccc(NC(=O)CSc3nccc(=O)[nH]3)cc2)cc1 returned UHRF1 binding -1, MBD2 DNA inh -2, rCAG binder 5, NPR1 activator -2, PRMT1 FP inh -7, ABHD4 inh -6, HTRA1 inh 0, SIAE primary -7, NPR2 activator 7 and TCR CD3 inh 5.
For O=c1cc(CN2CCN(C/C=C/c3ccccc3)CC2)c2cc(O)c(-c3ccccc3)cc2o1 the results were UHRF1 binding 0, MBD2 DNA inh -3, rCAG binder 12, NPR1 activator -12, PRMT1 FP inh -2, ABHD4 inh 17, HTRA1 inh -7, SIAE primary 5, NPR2 activator -15 and TCR CD3 inh 4.
CC(=O)Nc1ccc(OC(=O)c2cc3cc(Br)ccc3oc2=O)cc1 was read as UHRF1 binding -1, MBD2 DNA inh -4, rCAG binder 1, NPR1 activator 1, PRMT1 FP inh -1, ABHD4 inh 1, HTRA1 inh 7, SIAE primary 4, NPR2 activator -7 and TCR CD3 inh 3.
Screening COc1cc(NC(=O)CN(c2cc(C)cc(C)c2)S(=O)(=O)c2c(C)noc2C)cc(OC)c1 returned UHRF1 binding 2, MBD2 DNA inh 2, rCAG binder 7, NPR1 activator -13, PRMT1 FP inh -2, ABHD4 inh 4, HTRA1 inh -15, SIAE primary 5, NPR2 activator -12 and TCR CD3 inh 1.
c1ccc(CNc2nc3ccccc3n2CCN2CCOCC2)nc1 was read as UHRF1 binding -1, MBD2 DNA inh -2, rCAG binder -3, NPR1 activator 1, PRMT1 FP inh -2, ABHD4 inh 0, HTRA1 inh 0, SIAE primary -2, NPR2 activator 0 and TCR CD3 inh 5.
C/C=N/N(c1ccccc1)c1ccccc1 was read as UHRF1 binding -3, MBD2 DNA inh -5, rCAG binder -3, NPR1 activator 4, PRMT1 FP inh -3, ABHD4 inh 2, HTRA1 inh 9, SIAE primary -1, NPR2 activator -3 and TCR CD3 inh 8.
Screening CCCCCCCCN1C(=O)[C@@H](CC(=O)NCCCN2CCCC2=O)C[C@@]2(C(=O)OC)C1=C[C@H](C(C)(C)C)O[C@@H]2C returned UHRF1 binding 35*, MBD2 DNA inh -1, rCAG binder 4, NPR1 activator 1, PRMT1 FP inh 1, ABHD4 inh -7, SIAE primary 7, NPR2 activator -1 and TCR CD3 inh -2.
Screening CC(C)C(NC(=O)c1c(F)cccc1F)C(=O)N1CCN(S(=O)(=O)/C=C/c2ccccc2)CC1 (stereo not given) returned UHRF1 binding -2, MBD2 DNA inh -3, rCAG binder 3, NPR1 activator -5, PRMT1 FP inh 1, ABHD4 inh -5, HTRA1 inh -10, SIAE primary -11, NPR2 activator 2 and TCR CD3 inh 8.

An excerpt. The share of hits here may be higher or lower than overall.
